aGlu spleen mod: qHTS Assay for Inhibitors and Activators of Human alpha-Glucosidase From Spleen Homogenate; Lysosomal alpha-glucosidase (Homo sapiens), P10253; human spleen homogenate, 4-MU-alpha-glucoside fluorescence; Potency, µM (series often up to 79.9 µM), inactives show at the top dose activity change, negative = inhibition, most hits filed as inhibitors; 240,000 tested, 0.006% active; AID 2112, 2009;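 also: 0% = enzyme with vehicle and -100% = no enzyme basal signal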
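Enzyme source: human spleen homogenate, 1 ug/well. Buffer 50 mM citric acid/K phosphate pH 5.0, 0.01% Tween-20. 4-MU-alpha-glucoside 1 mM; 37 C x 40 min; NaOH/glycine stop; fluorescence.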
GLA spleen mod: qHTS Assay for Inhibitors and Activators of Human alpha-Galactosidase From Spleen Homogenate | Alpha-galactosidase A (Homo sapiens), P06280 | human spleen homogenate, 4MU-alpha-Gal fluorescence, 40 min | Potency, µM (series often up to 80 µM), for the others: top-dose activity change, negative = inhibition, most hits filed as inhibitors | 240,000 tested, 0.008% active | AID 2107, 2009;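 also: 0% = enzyme with vehicle and -100% = no enzyme basal signal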
Target sequence (P06280 32-429 limits assumed): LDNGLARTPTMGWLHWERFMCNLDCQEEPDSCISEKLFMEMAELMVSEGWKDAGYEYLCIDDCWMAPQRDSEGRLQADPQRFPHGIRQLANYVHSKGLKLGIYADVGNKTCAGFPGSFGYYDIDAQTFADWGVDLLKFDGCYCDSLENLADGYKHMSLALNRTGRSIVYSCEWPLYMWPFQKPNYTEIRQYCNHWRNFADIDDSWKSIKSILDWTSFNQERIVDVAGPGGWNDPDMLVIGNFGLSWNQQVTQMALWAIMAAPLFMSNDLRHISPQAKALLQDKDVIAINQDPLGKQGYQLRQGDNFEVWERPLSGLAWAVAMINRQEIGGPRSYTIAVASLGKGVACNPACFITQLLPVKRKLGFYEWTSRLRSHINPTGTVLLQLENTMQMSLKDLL
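Spleen homogenate 1 ug + cpd (titration) + 4-MU-alpha-D-galactopyranoside 1 mM; 37C 40 min; 50 mM citrate/phosphate pH 5.0, 0.01% Tween-20; stop pH 10; fluorescence 365/440; AC50 via Hill.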
Tau fluor cs: Counterscreen qHTS for Inhibitors of Tau Fibril Formation, Fluorescence Polarization. Potency, µM (doses to about 57.7 µM), for inactives: at the highest dose activity change, negative = decrease. tau K18 P301L Alexa594 fluorescence, heparin fibrillization. 280,000 tested, 0.93% active. AID 1463, 2008; also: % is scaled to controls: 0 for no effect and ±100 for the full control effect; nearly all actives have a fitted effect of over 55% in size
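Human tau K18 P301L (15 uM unlabeled, 0.24 uM Alexa 594-labeled) in 100 mM sodium acetate pH 7 with 20 uM heparin, 6 hr at 37 C. ThT 30 uM added, 1 hr ambient; Alexa 594 FP and total fluorescence read at 555/632 nm.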
HTT cytoprotect: qHTS Multiplex Assay to Identify Dual Action Probes in a Cell Model of Huntington: Cytoprotection (ATP). PC12 HTT-Q103 induced, cytoprotection, ATP luminescence, 40 h. Potency, µM (highest dose often 56.4 µM), for the others: cytoprotection (ATP increase), most hits filed as activators. 230,000 tested, 0.14% active. AID 1471, 2008;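 also: % of control where 0% means no effect; nearly all actives have a fitted effect of over 45% in size; toxic huntingtin expression switched on by the ecdysone agonist tebufenozide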
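Huntington model: PC12 line, ecdysone-inducible HTTQ103 exon1–GFP, tebufenozide 100 nM. Test articles in a dose series. Endpoint luminescence from cellular ATP.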
GAA inh: qHTS Assay for Inhibitors of Human alpha-Glucosidase as a Potential Chaperone Treatment of Pompe Disease | Lysosomal alpha-glucosidase (Homo sapiens), P10253 | purified human GAA, 4-MU-alpha-glucoside fluorescence | Potency, µM (titrated, usually from 76.9 µM), for the others: top-dose activity change, negative = inhibition, usual class: inhibitors | 200,000 tested, 0.005% active;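 also: plate controls were uninhibited enzyme wells for no effect and no-enzyme background for full effect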
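Fluorogenic assay: 4 nM human alpha-glucosidase with 400 uM 4-methylumbelliferyl-alpha-D-pyranoside in 50 mM citrate/phosphate, 0.005% Tween-20, pH 5.0, 20 min at room temperature. Compounds tested up to 77 uM; AC50 from Hill fits.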
Tau ThT inhib: qHTS for Inhibitors of Tau Fibril Formation, Thioflavin T Binding. Microtubule-associated protein tau (Homo sapiens), P10636. recombinant tau K18 P301L (four-repeat tau fragment), heparin-induced fibrillization, ThT fluorescence. 270,000 tested, 2.1% active. Potency, µM (series often up to 57.4 µM), for inactives: at the top dose activity, negative = inhibition, usual class: inhibitors. AID 1460, 2008; also: % is scaled to controls: 0 for no effect and ±100 for the full control effect; nearly all actives have a fitted effect of over 55% in size
Target sequence (P10636 561-689 P618L limits assumed): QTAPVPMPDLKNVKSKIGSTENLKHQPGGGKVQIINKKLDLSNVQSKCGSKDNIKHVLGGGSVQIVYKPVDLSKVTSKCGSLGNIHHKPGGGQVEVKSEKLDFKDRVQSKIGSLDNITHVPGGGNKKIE
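Heparin-induced fibrillization of the P301L-mutant K18 repeat-domain fragment of human tau was followed by ThT binding in quantitative high-throughput format.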
GAA glycogen mod: qHTS Assay for Inhibitors and Activators of Human alpha-Glucosidase Cleavage of Glycogen. Lysosomal alpha-glucosidase (Homo sapiens), P10253. recombinant GAA, glycogen substrate, Amplex Red glucose oxidase fluorescence. Potency, µM (titrated, usually from 76.4 µM), inactives show top-dose activity change, negative = inhibition, usual class: inhibitors. 300,000 tested, 0.38% active;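 also: 0% = full enzyme reaction and -100% = no-enzyme basal signal; the screen sought inhibitors and activators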
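qHTS, 1536-well; enzyme 4 nM final; cpd up to 77 uM; substrate bovine liver glycogen 30 ug; 50 mM citrate/phosphate pH 5.0, 0.01% Tween-20; 37 C, 40 min; Amplex Red detection 45 min RT; Hill fit → AC50.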
Tau FP inhib: qHTS for Inhibitors of Tau Fibril Formation, Fluorescence Polarization. Microtubule-associated protein tau (Homo sapiens), P10636. K18 P301L tau heparin fibrillization, Alexa594 FP, 6 h. Potency, µM (top dose mostly 57.7 µM), for inactives: at the highest dose activity, negative = inhibition, actives largely listed as inhibitors. 280,000 tested, 0.39% active; also: % is scaled to controls: 0 for no effect and ±100 for the full control effect; nearly all actives have a fitted effect of over 55% in size
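K18 P301L tau (15 uM unlabeled/0.24 uM Alexa 594-labeled, final) + compound + heparin 20 uM final; 100 mM NaOAc pH 7; 6 hr 37 C; ThT 30 uM final added, 1 hr RT; FP ex 555/em 632 nm.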
An asterisk follows results filed as active; ? = inconclusive; nt = no result given; & = joins results of further samples; [ ] = remark or other dose. Calls follow the shape of the dose curve; as a rule, active = well fitted curve in the direction sought with a large enough effect; inconclusive = small, poorly fitted or top-dose-only effect, or another doubt; inactive = no such curve, though single readings can be large; an effect the other way counts as inactive or inconclusive. Potency is read from the fitted curve at half-maximal effect.

SMILES | aGlu spleen mod | GLA spleen mod | Tau fluor cs | HTT cytoprotect | GAA inh | Tau ThT inhib | GAA glycogen mod | Tau FP inhib
CC(C)NNC(=O)c1ccncc1 | -3.6% | 13.4% | -2.6%&-4.4%&-8.2% | ? | -3.3%[15.4 µM] | 0.6%&-2.3%&-7.5% | -19.1% | -2.0%&4.7%&11.9%
CCCCN(CCCC)CCCOC(=O)c1ccc(N)cc1 | -12.0% | 3.0% | 2.3%&-20.6% | ? | ? | -7.4%&-9.3% | -0.1% | 4.3%&-3.2%
Nc1c2ccccc2nc2ccccc12 | ? | ? | -9.9%&-9.8% | -56.5%[inhibitor][10 µM] | nt | ? | -6.0% | -5.8%&-10.0%
CC(=O)Oc1ccc2c(C)cc(=O)oc2c1 | ? | ? | -0.8% | 17.8% | ? | -22.0% | -0.4% | 12.1%
O=C(NC1CCN(CCc2c[nH]c3ccccc23)CC1)c1ccccc1 | 0.5% | -6.3% | nt | -14.4% | nt | nt | 2.3% | nt
COc1cc(C2Oc3cc(C4Oc5cc(O)cc(O)c5C(=O)C4O)ccc3OC2CO)ccc1O (stereo not drawn) | -1.3%&9.3% | -3.4%&-0.2% | 5.0%&-19.6% | -42.9%[inhibitor] | 8.5%[15.4 µM] | ? | ? | 3.3%&2.5%
O=C(O)c1cc(=O)c2ccccc2o1 | -5.2% | 5.2% | -7.7% | -18.4% | nt | -8.8% | -10.5%[76.3 µM] | 3.2%
CCc1ccccc1OC[C@@H](O)CN[C@H]1CCCc2ccccc21 | -11.6% | 2.4% | -7.5% | -60.6%[inhibitor] | nt | -14.4% | nt | 0.1%
O=C1NC(=S)S/C1=C\C=C\c1ccc([N+](=O)[O-])o1 | -8.8% | -5.3% | -36.1% | 33.3%[10 µM] | nt | nt | -1.4% | -48.0%
Cc1ccc(C)c(Nc2nc3nonc3nc2Nc2cccc(C)c2C)c1 | nt | nt | ? | nt | nt | ? | -9.8%[76.3 µM] | ?
CCCCCCCCCCCCCCC[C@@H](O)[C@@H](N)CO | -7.1%&-5.9%&2.8% | -5.3%&5.5%&-6.3% | 3.4%&-7.0%&-4.6% | 11.3%&-36.7%&-60.6% | nt | ? | nt | 5.0%&-3.4%&-10.1%
CC1CCC2(C(=O)O)CCC3(C)C(=CCC4C3(C)CCC3[C@@]4(C)CC(O)C(O)[C@@]3(C)CO)C2C1C (stereo partly drawn) | 2.2% | 20.0% | 1.4% | nt | nt | 3.3% | nt | -0.4%

6 of the compounds above, in markdown.
| SMILES | aGlu spleen mod | GLA spleen mod | Tau fluor cs | HTT cytoprotect | GAA inh | Tau ThT inhib | GAA glycogen mod | Tau FP inhib |
| --- | --- | --- | --- | --- | --- | --- | --- | --- |
| O=C(O)c1cc(=O)c2ccccc2o1 | -5.2% | 5.2% | -7.7% | -18.4% | nt | -8.8% | -10.5%[76.3 µM] | 3.2% |
| CCc1ccccc1OC[C@@H](O)CN[C@H]1CCCc2ccccc21 | -11.6% | 2.4% | -7.5% | -60.6%[inhibitor] | nt | -14.4% | nt | 0.1% |
| O=C1NC(=S)S/C1=C\C=C\c1ccc([N+](=O)[O-])o1 | -8.8% | -5.3% | -36.1% | 33.3%[10 µM] | nt | nt | -1.4% | -48.0% |
| Cc1ccc(C)c(Nc2nc3nonc3nc2Nc2cccc(C)c2C)c1 | nt | nt | ? | nt | nt | ? | -9.8%[76.3 µM] | ? |
| CCCCCCCCCCCCCCC[C@@H](O)[C@@H](N)CO | -7.1%&-5.9%&2.8% | -5.3%&5.5%&-6.3% | 3.4%&-7.0%&-4.6% | 11.3%&-36.7%&-60.6% | nt | ? | nt | 5.0%&-3.4%&-10.1% |
| CC1CCC2(C(=O)O)CCC3(C)C(=CCC4C3(C)CCC3[C@@]4(C)CC(O)C(O)[C@@]3(C)CO)C2C1C (stereo partly drawn) | 2.2% | 20.0% | 1.4% | nt | nt | 3.3% | nt | -0.4% |

An excerpt; the hit share may differ from the screen's.
